# Screens deposited in PubChem by several laboratories.
# PP5 primary – PP5 (human) phosphatase inhibition; AID 1987; 320,000 compounds, 0.18% hits; purified PP5c, OMFP substrate fluorescence; inhibition, % at 6.7 µM; P53041;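 active = inhibition above the campaign's mean inhibition across all tested compounds plus 3 SD, cut at about 9.5% in these data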;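 also: 0% = DMSO only and 100% = 100 µM cantharidin control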
# Target sequence (P53041 whole entry, looked up): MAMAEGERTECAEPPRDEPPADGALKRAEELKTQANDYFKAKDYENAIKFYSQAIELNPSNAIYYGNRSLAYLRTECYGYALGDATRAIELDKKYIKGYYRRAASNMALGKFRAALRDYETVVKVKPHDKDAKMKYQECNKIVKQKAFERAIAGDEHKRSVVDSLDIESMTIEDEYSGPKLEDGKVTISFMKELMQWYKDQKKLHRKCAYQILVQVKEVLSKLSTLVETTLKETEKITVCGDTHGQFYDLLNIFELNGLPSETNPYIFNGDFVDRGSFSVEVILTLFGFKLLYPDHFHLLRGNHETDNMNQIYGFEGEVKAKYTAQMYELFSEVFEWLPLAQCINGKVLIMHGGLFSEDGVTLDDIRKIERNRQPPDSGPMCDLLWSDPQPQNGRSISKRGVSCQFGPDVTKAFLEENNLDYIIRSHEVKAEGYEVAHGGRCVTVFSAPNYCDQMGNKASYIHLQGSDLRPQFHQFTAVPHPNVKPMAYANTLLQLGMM
# procasp7 counter – activates human procaspase-7, counter-screen for procaspase-3 activators | AID 463210 | P55210 | activation, % at 8.5 µM | 330,000 compounds, 0.093% hits | recombinant procaspase-7, Ac-DEVD-pNA absorbance 405 nm; D23A/D198A/D206A triple mutant, cannot self-cleave; scale: DMSO 0, 5 µM enzyme 100;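 active = percent activation above the screen-wide mean plus 3 SD, cut at about 25% in these data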
# Target sequence (P55210 whole entry D23A/D198A/D206A): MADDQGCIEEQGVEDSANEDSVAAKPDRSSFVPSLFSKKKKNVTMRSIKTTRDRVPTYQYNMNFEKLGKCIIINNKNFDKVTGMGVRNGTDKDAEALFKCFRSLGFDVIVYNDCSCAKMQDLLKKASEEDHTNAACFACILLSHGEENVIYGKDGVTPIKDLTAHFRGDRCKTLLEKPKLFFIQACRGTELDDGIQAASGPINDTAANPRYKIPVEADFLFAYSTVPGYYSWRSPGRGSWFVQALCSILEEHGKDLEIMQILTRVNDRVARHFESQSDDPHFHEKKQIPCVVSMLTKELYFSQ
#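 Replicates: singlicate. Assay system: Procaspase-7 triple mutant (PC-7 D3A). Signal: 405 nm absorbance of p-nitroaniline. Times: 1 h preincubation, 2 h reaction. Buffer or medium: Zinc-free HEPES pH 7.4 with 300 mM NaCl, 0.01% Triton X-100. Also added: DEVD-pNA substrate. Benchmarks: DMSO wells as 0%, DMSO with 5 µM added PC-7 as 100%.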
# GASC-1 inh – blocks human GASC-1 demethylase activity | GST-JMJD2C(1-420) H3K9me3 demethylation, DELFIA europium | Q9H3R0 | AID 2099 | inhibition, % at 2.35 µM | 330,000 compounds, 0.069% hits;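 active = more than half of a compound's replicate wells show inhibition beyond 50%, single wells judged on their own value; inconclusive = some, but no more than half, of replicates pass 50% inhibition; inactive = no replicate passes 50% inhibition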;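 also: signal counts dimethyl H3K9 product captured on neutravidin plate; 0% = median of DMSO wells and 100% = 0.3 times that DMSO median; strong numbers were not always called active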
# Fh CTSL1 inh – counter-screen for PFM18AAP inhibitors: inhibitors of F. hepatica cathepsin L1 | 300,000 compounds, 0.49% hits | recombinant F. hepatica cathepsin L1, Z-Leu-Arg-MCA fluorescence | inhibition, % at 5.96 µM;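 active = inhibition above the mean of all tested compounds plus 3 SD, set per screening campaign, cut at about 17% in these data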;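 also: 0% = plate median of test compound wells and 100% = 1 µM Z-Phe-Ala-diazomethylketone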
# TPT1 inh – inhibitors of Candida albicans tRNA 2'-phosphotransferase TPT1; 300,000 compounds, 0.81% hits; recombinant caTPT1, FP RNA substrate dephosphorylation; inhibition, % at 5 µM;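 active = inhibition above the mean of all tested compounds plus 3 SD, set per screening campaign, cut at about 24% in these data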;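 also: plate controls were DMSO alone for no effect and ferristatin control at 100 nM for full effect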
# core dimer inh – HCV core protein dimerization inhibition; 300,000 compounds, 0.33% hits; inhibition, % at 5 µM; TR-FRET GST/Flag-core106 dimerization, 1536-well;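 active = inhibition above the mean of all tested compounds plus 3 SD, set per screening campaign, cut at about 45% in these data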
#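 Material: Tagged HCV core106 pair (GST and Flag) | Amount: GST-core106 13.5 nM, Flag-core106 17 nM | Medium: KF-containing HEPES buffer, pH 7.45, DTT, CHAPS, BSA | Reagent: Eu donor and XL665 acceptor anti-tag antibodies | Schedule: 4 h at 22.5 °C | Technique: Time-resolved FRET, ex 340 nm, em 617 and 671 nm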
# procasp3 activ – activators of human procaspase-3 | activation, % at 8.5 µM | recombinant procaspase-3 D3A, Ac-DEVD-pNA absorbance 405 nm | 330,000 compounds, 0.11% hits | AID 463141;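 active = activation above the mean of all tested compounds plus 3 SD, cut at about 21% in these data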;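 also: 0% = DMSO alone and 100% = DMSO wells spiked with extra 5 µM PC-3 D3A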
# Target sequence (P42574 whole entry D9A/D28A/D175A): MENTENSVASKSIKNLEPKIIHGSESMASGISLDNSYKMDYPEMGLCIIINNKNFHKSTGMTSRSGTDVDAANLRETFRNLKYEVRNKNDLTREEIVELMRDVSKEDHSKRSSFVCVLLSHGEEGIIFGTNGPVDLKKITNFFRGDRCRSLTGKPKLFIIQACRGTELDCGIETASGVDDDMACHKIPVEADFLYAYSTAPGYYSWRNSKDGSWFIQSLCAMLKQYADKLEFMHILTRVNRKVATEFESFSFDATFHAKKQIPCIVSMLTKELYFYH
#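 Assay system: Autoprocessing-dead procaspase-3 D3A mutant enzyme; also added: Ac-DEVD-pNA; doses: one concentration, 8.5 µM nominal, 0.8% DMSO; times: 1 h compound preincubation, 2 h substrate hydrolysis at 25 °C; technique: 405 nm absorbance of p-nitroaniline, reads at 0 and 120 min; measure: % activation between DMSO and enzyme-spiked controls; repeats: single replicate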
# PP1 counter – blocks human PP1-alpha phosphatase, a PP5 counter-screen; purified PP1alpha, OMFP fluorescence; inhibition, % at 6.7 µM; 320,000 compounds, 0.9% hits; AID 2235;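 active = inhibition above the mean inhibition of all tested compounds plus 3 SD, computed separately for each screening campaign, cut at about 15% in these data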
# Efflux pump inh – antifungal efflux pump inhibition, Nile Red retention | inhibition, % at 10 µM | 330,000 compounds, 0.44% hits | AID 485275 | S. cerevisiae Candida pump triplex;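 active = plate passing quality check with inhibition over a set limit, or well fluorescence over plate mean plus 4 SD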;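 also: Nile Red retained in pooled yeast measured as flow cytometry median fluorescence; 0% = buffer negative control and 100% = Enniatin B positive control; higher means more Nile Red kept so more efflux inhibition; some compounds called inactive have numbers as strong as hits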
# * marks the source's active call; other numbers are inactive results; ? = inconclusive; · = not tested or not shown. Hits appear at their usual frequency; 2.9% or so of the library scored in one or more.
# Value order – PP5 primary	procasp7 counter	GASC-1 inh	Fh CTSL1 inh	TPT1 inh	core dimer inh	procasp3 activ	PP1 counter	Efflux pump inh
> Cc1ccc(C(=O)Nc2cccc(-c3cn4ccccc4n3)c2)cc1
 : 3.7	-1	19	-3	-1	1	2	0	0.3
> CCOc1ccc(S(=O)(=O)N2CCCC(C(=O)NCc3ccccn3)C2)cc1 (configuration not stated)
 : 0.5	6	-14	-3	0	11	-4	-1	0.0
> COC(=O)c1ccc(NC(=O)COc2ccccc2OC)cc1
 : -3.4	14	5	-3	-1	1	8	1	0.0
> COc1cccc(NC(=O)C2C3C=CC4(O3)C2C(=O)N(C2CC2)C4C(=O)NC2CCCCC2C)c1 (configuration not stated)
 : -0.8	6	24	0	1	-3	-7	-2	-0.1
> Cc1nn(-c2ccccc2)c2nc(-c3ccncc3)cc(C(=O)NCc3ccco3)c12
 : 2.5	-1	-1	-2	1	27	1	3	0.1
> COCCN1CCN(c2c(C)c(C)nc3cc(-c4cccc(OC)c4)nn23)CC1
 : 0.8	3	11	3	-3	2	-5	3	0.0
> COc1cc(CNc2ccc3[nH]c(=O)[nH]c3c2)ccc1OCC(=O)NC(C)(C)C
 : 0.2	-5	-8	-1	1	-10	-3	3	-0.2
> COc1ccc(-n2c(Cc3cccn3C)nnc2SCC(=O)Nc2ccc(C)c(Cl)c2)cc1
 : 0.9	-6	3	1	1	1	-5	0	0.1
> CCCn1c(N)c(C(=O)CSc2nnc(C3CC3)n2Cc2ccccc2)c(=O)[nH]c1=O
 : 0.8	-7	3	-2	-1	0	11	-1	-0.1
> Nc1c(-c2ccccc2)c(CSc2nc3ccccc3[nH]2)nn1-c1ccc(C(=O)O)cc1
 : 2.2	3	4	-3	0	9	-2	-6	-0.1
> O=C(COC(=O)CNC(=O)c1ccc(Cl)cc1Cl)Nc1ccc(N2CCOCC2)cc1
 : -2.5	10	-6	17*	-6	-1	4	-1	-0.1
> Cc1onc(-c2ccccc2Cl)c1C(=O)OCC(=O)N1CCC(C)CC1
 : ·	9	-4	·	·	·	8	·	-0.2
> COc1ccccc1N1CCN(CC(=O)Nc2cc(F)ccc2C)CC1
 : 3.4	-7	-2	2	-1	4	3	0	0.0
> NNC(=O)c1cncn1-c1ccc(F)cc1
 : 0.1	0	4	-6	-4	-5	2	4	0.0
> COc1ccccc1CNC(=O)[C@H](C)NC(=O)C1CCN(C(=O)[C@@H](N)CC(C)C)CC1
 : 3.4	1	?	-5	1	-3	-4	-3	0.2
> N/C(=N\OC(=O)COc1ccc2ccccc2c1)c1ccccn1
 : 2.9	0	3	-15	-3	-8	7	10	-0.1
> Cc1onc(-c2ccccc2)c1-c1n[nH]c(=S)n1-c1ccccc1
 : -0.3	-11	-6	2	0	1	2	-2	0.0
> CC(C)C(C(=O)NC1CCCC1)N(Cc1ccco1)C(=O)CNS(=O)(=O)c1ccccc1 (configuration not stated)
 : 3.4	2	1	-3	-4	-2	-11	10	0.0
> O=C(COc1cc2oc(=O)c3c(c2cc1Cl)CCC3)NCc1ccccn1
 : -4.8	-4	-6	2	0	-11	-3	-8	0.6
> O=C(C1=C(O)C(=O)N(CCN2CCOCC2)C1c1cccc(Br)c1)c1cc2ccccc2o1 (configuration not stated)
 : 1.4	-23	-39	4	4	9	1	19*	0.1
> CCN1C(=O)/C(=C/C2=Cc3ccccc3OC2C)SC1=S (configuration not stated)
 : 0.5	7	-2	3	43*	-4	4	-3	0.1
> Cc1c(Cl)cccc1NC(=O)C1=COCCO1
 : 1.4	6	-7	-9	1	-1	1	-6	0.1
> Cc1ccc(S(=O)(=O)N2C(=O)CCC2C(=O)N2CCCCC2)cc1 (configuration not stated)
 : 4.5	5	-3	-4	-1	-1	0	2	0.4
> O=C(Nc1ccc(Br)cc1)c1cccc(N2C(=O)C3C4CCC(C4)C3C2=O)c1 (configuration not stated)
 : 3.9	-9	-11	0	0	3	1	5	-0.1
> N#Cc1ccc(OCC(=O)N2CCN(S(=O)(=O)c3ccc(Cl)s3)CC2)cc1
 : 0.1	1	4	·	·	·	-4	3	-0.1
> CCNC(=O)CCc1nc(-c2ccc(C(C)(C)C)cc2)no1
 : 5.8	2	1	4	7	2	3	4	0.1
> Cc1cccnc1NC(=O)Nc1cccc(C(F)(F)F)c1
 : 0.6	3	-4	3	-2	-2	3	-6	-0.1
> CCN(C(=O)COC(=O)c1oc2ccc(OC)cc2c1C)C1CCCCC1
 : 0.5	-1	-4	3	-1	5	18	-3	0.0
> O=C(CCc1nnc2n(CCc3ccccc3)c(=O)c3ccccc3n12)NCCCN1CCCCC1
 : -2.1	14	0	-4	-3	-4	7	-9	0.0
> CCN(CC)c1ccc([C@H]2[C@@H]3CCCC[C@]3(O)CCN2CC(=O)NCc2ccco2)cc1
 : 3.5	0	6	2	-1	-3	8	-4	0.0

# Value order – PP5 primary	procasp7 counter	GASC-1 inh	Fh CTSL1 inh	TPT1 inh	core dimer inh	procasp3 activ	PP1 counter	Efflux pump inh
> O=C(C[C@H]1C/C=C\CC[C@@H](Cc2ccc(F)cc2)C(=O)O[C@H](c2ccccc2)CNC1=O)N[C@H](CO)Cc1ccccc1
 : ·	5	3	·	·	·	-6	·	0.5
> COc1ccc(C2/C(=C(\O)c3ccc(OC)c(Cl)c3)C(=O)C(=O)N2CCN(C)C)cc1 (configuration not stated)
 : 0.7	5	1	0	-3	1	-4	-2	0.0
> N#CC1=C(N)Oc2cc3ccccc3cc2C1c1cccnc1 (configuration not stated)
 : 0.0	-1	-4	-1	-3	-2	-3	4	0.1
> Cc1cnc(C)c(N2CCN(Cc3nc(-c4cccc(F)c4F)oc3C)CC2)n1
 : 0.9	11	22	-2	7	-1	-5	-2	0.2
> O=C(Nc1ccc2c(c1)OCCO2)C1CCCN(S(=O)(=O)c2cccs2)C1 (configuration not stated)
 : 3.7	11	-8	-2	1	3	0	-1	0.3
> COc1ccc(CN(C)CC(=O)Nc2cccc3ccccc23)cc1F
 : 3.9	2	1	1	-1	9	8	2	-0.1
> CCCCN1C(=O)c2ccccc2C1C(=O)NC1CCCC1 (configuration not stated)
 : 2.0	2	-2	1	0	-3	-2	-2	0.0
> CCc1nc2ccccc2c(C(=O)OCC(=O)NCc2ccco2)c1C
 : 2.2	0	-85	8	-4	-1	1	-4	-0.3
> CC1CCN(C(=O)c2[nH]cnc2C(=O)N(C)Cc2ccccc2)CC1
 : 2.4	2	1	·	·	·	-7	-4	-0.3
> CCc1ccc(NC(=O)c2c(C(=O)Nc3ccccc3)sc3nc(C)cc(=O)n23)cc1
 : -1.1	2	-1	-1	1	-1	2	8	0.2
> O=C(COC(=O)Cc1ccccc1F)Nc1ccc2c(c1)OCO2
 : -0.9	9	-2	-5	2	9	0	-6	0.0
> CCN(c1ccc(NC(=O)CSc2nnc3nc(C)cc(C)n23)cc1)C(C)C
 : 0.1	1	-6	-2	2	27	1	1	0.1
> COCCNC(=O)COc1ccccc1C
 : -2.9	-2	3	0	-3	-7	1	-2	0.1
> COc1ccccc1C/C(N)=N/OC(=O)COc1ccc(C)cc1C
 : 4.4	-1	3	-18	-5	-2	-1	-1	0.0
> CCOc1ccc(N2CC(C(=O)Nc3ccc(S(=O)(=O)Nc4nccs4)cc3)CC2=O)cc1 (configuration not stated)
 : 0.5	-7	-13	-2	0	12	6	-5	0.1
> O=C(c1ccc(S(=O)(=O)N2CCOCC2)cc1)N1CCN(C2=NS(=O)(=O)c3ccccc32)CC1
 : 3.5	-1	0	-1	0	-1	-7	1	-0.1
> O=C(c1cc(=O)c2ccccc2o1)N1CCN(c2cccc(Cl)c2)CC1
 : 1.4	3	-1	-8	2	-1	-7	-6	0.1
> Cc1ccc(NC(=O)CSc2nnc(-c3cc(C)[nH]n3)n2N)cc1
 : 3.1	1	-5	1	-3	-7	3	-3	0.0
> CCCCCCNC(=O)Cc1ccc(Br)cc1
 : 1.1	2	0	0	-5	2	6	0	0.1
> COC(=O)CC1C(=O)NCCN1C(=O)CSc1nc2ccccc2c(=O)n1CC(C)C (configuration not stated)
 : 2.5	0	-1	3	1	7	4	2	-0.1
> CCSc1nnc(NC(=O)c2nc3nc(C)cc(C)n3n2)s1
 : -1.9	18	5	0	-2	-1	-2	-2	-0.1
> Cn1nnnc1SCC(=O)Nc1cc(S(=O)(=O)N2CCCCC2)ccc1Cl
 : ·	8	-7	·	·	·	4	·	0.2
> CCCN1C(=O)/C(=C\c2ccncc2)SC1=Nc1ccccc1
 : 2.0	-7	0	2	-2	-6	-7	3	-0.1
> COc1cc(C(=O)Nc2ccc3c(c2)OCO3)ccc1-n1cnnn1
 : 0.9	1	7	-1	-3	2	3	-3	-0.1
> CN(C)S(=O)(=O)N(CC(=O)NCc1ccccc1)c1ccccc1
 : -0.8	-1	7	-1	4	-1	2	-1	0.0
> CC(C)(C)c1ccc(OCC(=O)Nc2ccncc2)cc1
 : 0.7	1	2	1	-1	1	7	-1	-0.1
> CC(=O)Nc1ccc(N2C(=O)c3cccc4c(O)ccc(c34)C2=O)cc1
 : -7.6	-4	-5	1	-21	-7	3	-8	1.5
> Cc1ccccc1-n1nc2c(c1NC(=O)C(C)C)CS(=O)(=O)C2
 : -1.9	6	-12	-1	-3	-3	4	-1	-0.2
> Cn1cc(CN2CCCC(C(=O)c3cc(F)ccc3F)C2)c2ccccc21 (configuration not stated)
 : 0.2	-7	-2	4	7	2	1	-1	0.0
> CC(C)c1ccc2[nH]c3c(c2c1)CCC/C3=N\NC(=O)c1ccncc1
 : 2.3	-11	-4	0	0	-2	-3	1	-0.1

# Value order – PP5 primary	procasp7 counter	GASC-1 inh	Fh CTSL1 inh	TPT1 inh	core dimer inh	procasp3 activ	PP1 counter	Efflux pump inh
> CCN(CC)S(=O)(=O)c1cccc(-c2n[nH]c(=S)n2C(C)COC)c1 (configuration not stated)
 : 0.3	5	-1	0	-2	-2	2	1	-0.1
> O=C(COC(=O)c1ccc(O)cc1)Nc1ccc2[nH]c(=O)[nH]c2c1
 : -0.6	2	63	-1	2	0	8	-3	0.1
> CCCNCC1COc2ccccc2O1 (configuration not stated)
 : 3.1	-1	2	-3	0	-5	6	1	0.3
> O=C(COC(=O)Cc1c[nH]c2ccccc12)NC1CCCCC1
 : 3.6	6	-8	-6	-3	-3	7	-3	0.4
> CCCCNC(=O)Cc1c(O)c2ccccc2[nH]c1=O
 : 0.1	-4	-3	1	-2	2	-6	0	-0.1
> CCCCN1C(C(=O)Nc2cc(C)on2)=C(O)c2ccccc2S1(=O)=O
 : 1.0	4	-2	5	1	10	0	2	-0.2
